TbPYK inhibitor: qHTS of Trypanosoma Brucei Inhibitors | TbPYK enzyme, Kinase-Glo Plus ATP luminescence, 45 min | Potency, µM (titrated, usually from 76.8 µM), without a hit: at the highest dose activity, negative = inhibition, usual class: inhibitors | 0.12% of 410,000 active; active = well fitted inhibition curve with a large enough effect; also: nearly all actives have a fitted effect of over 50% in size
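Quantitative HTS: titrated library compounds versus trypanosomal pyruvate kinase in TEA buffer (pH 7.2) containing KCl, MgCl2, BSA and Tween-20. Reactions were initiated with ADP, 130 uM final. Kinase-Glo Plus luminescence was read after 45 min at RT.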
* hit, by the source's call; & = joins results of further samples; [ ] = dose if it differs, or a comment. % is scaled to controls: 0 for no effect and ±100 for the full control effect; potency is read from the fitted curve at half-maximal effect. Only part of the results is shown; rates above refer to the full screens.

SMILES	TbPYK inhibitor
COc1ccc(-c2nc3c(C#N)c[nH]n3c2NC2CCCCC2)cc1	0%
COc1ccc([C@H]2C[C@@H](O)[C@H](n3cc(COC(=O)c4ccccc4)nn3)CN2C(=O)c2cccs2)cc1	3%
COc1ccc(CCNc2nc(SCc3cccc(Cl)c3)nc3ccccc23)cc1OC	1%
CC1(C(=O)NS(=O)(=O)c2cccc(C#N)c2)CCN1C(=O)C1(c2ccccc2)CC1 (stereo unspecified)	4%
Cc1ccc(S(=O)(=O)N2C[C@H]3C(=O)C[C@@H](c4ccccc4)N(S(C)(=O)=O)[C@H]3C[C@H]2c2ccccc2)cc1	3%
Cc1ccc(NS(=O)(=O)c2ccc3nc(-c4ccccc4)[nH]c3c2)c(Br)c1	5%
COc1ccc(-c2cc(-c3ccccc3)nc3c2COc2ccc(F)cc2-3)cc1	0%
CC1C(=O)N(Cc2cn(Cc3ccco3)nn2)CCS(=O)(=O)N1Cc1ccc(-c2cccc(N(C)C)c2)cc1 (stereo unspecified)	5%
Cc1cccc(N2CCN(C(=O)c3c(C)oc4ncnc(N5CCCCC5)c34)CC2)c1C	-2%
COc1ccc(OC)c(S(=O)(=O)NC(=O)C2(C)CCN2C(=O)c2ccco2)c1 (stereo unspecified)	-1%
Cc1c(Cl)cccc1-c1ccc(CNCCSc2nnnn2-c2ccccc2)o1	0%
CCc1ccccc1N1CC(c2nc3ccccc3n2CCC2CCCCC2)CC1=O (stereo unspecified)	0%
CCCCN(Cc1ccccc1)C(=O)CN(C)S(=O)(=O)c1ccc2c(c1)c(=O)n(C)c(=O)n2C	6%
Nc1ncnc2c1ncn2[C@@H]1O[C@H](CCC(=O)NCc2ccccc2)[C@@H](O)[C@H]1O	2%
CCOC(=O)C(Cc1c[nH]c2ccccc12)NC(=O)COc1ccc(Cl)cc1 (stereo unspecified)	2%
O=C(CSc1nc2ccsc2c(=O)n1Cc1ccccc1Cl)NCc1ccc(Cl)cc1	2%
Cn1c(=O)c(=O)n(C)c2cc(S(=O)(=O)N3CCN(c4ccccc4)CC3)ccc21	0%
O=C(OCC1CCCO1)c1ccc2c(c1)N(Cc1c(F)cccc1Cl)C(=O)c1ccccc1S2(=O)=O (stereo unspecified)	-1%
Cc1cc(NC(=O)c2ccccc2Cl)ccc1NC(=O)c1ccccc1	1%
Cc1ccccc1C(=O)Nc1ccc2nc(N3CCCCC3)cc(C)c2c1	3%
COc1ccc(-c2cnc(C)o2)cc1S(=O)(=O)Nc1ccc(C)c(N(C)C)c1	-6%
Cc1cccc(CN2C(=O)[C@@H]3Cc4c([nH]c5ccccc45)C(C)(C)N3C2=O)c1	0%
Cn1c(=O)oc2cc(S(=O)(=O)Nc3ccc(C(=O)O)cc3)ccc21	-9%&1%
COc1cc(C(=O)NCCNc2nc3c(C)cccc3cc2C#N)cc(OC)c1OC	1%

A run of entries from the list above, for reference:
SMILES	TbPYK inhibitor
COc1ccc([C@H]2C[C@@H](O)[C@H](n3cc(COC(=O)c4ccccc4)nn3)CN2C(=O)c2cccs2)cc1	3%
COc1ccc(CCNc2nc(SCc3cccc(Cl)c3)nc3ccccc23)cc1OC	1%
CC1(C(=O)NS(=O)(=O)c2cccc(C#N)c2)CCN1C(=O)C1(c2ccccc2)CC1 (stereo unspecified)	4%
Cc1ccc(S(=O)(=O)N2C[C@H]3C(=O)C[C@@H](c4ccccc4)N(S(C)(=O)=O)[C@H]3C[C@H]2c2ccccc2)cc1	3%
Cc1ccc(NS(=O)(=O)c2ccc3nc(-c4ccccc4)[nH]c3c2)c(Br)c1	5%
COc1ccc(-c2cc(-c3ccccc3)nc3c2COc2ccc(F)cc2-3)cc1	0%
CC1C(=O)N(Cc2cn(Cc3ccco3)nn2)CCS(=O)(=O)N1Cc1ccc(-c2cccc(N(C)C)c2)cc1 (stereo unspecified)	5%
Cc1cccc(N2CCN(C(=O)c3c(C)oc4ncnc(N5CCCCC5)c34)CC2)c1C	-2%
COc1ccc(OC)c(S(=O)(=O)NC(=O)C2(C)CCN2C(=O)c2ccco2)c1 (stereo unspecified)	-1%
Cc1c(Cl)cccc1-c1ccc(CNCCSc2nnnn2-c2ccccc2)o1	0%
CCc1ccccc1N1CC(c2nc3ccccc3n2CCC2CCCCC2)CC1=O (stereo unspecified)	0%
CCCCN(Cc1ccccc1)C(=O)CN(C)S(=O)(=O)c1ccc2c(c1)c(=O)n(C)c(=O)n2C	6%
Nc1ncnc2c1ncn2[C@@H]1O[C@H](CCC(=O)NCc2ccccc2)[C@@H](O)[C@H]1O	2%

Further entries follow:
SMILES	TbPYK inhibitor
Cc1ccc(C(=O)NCC(=O)OCCCn2c(=O)[nH]c3ccccc32)cc1C	5%
Cc1ccc(-n2nc(-c3ccc(F)cc3)c3cnc4cc5c(cc4c32)OCO5)cc1C	-3%
COc1cc(C)ccc1OCc1cc(C(=O)NC2CCOCC2)no1	-5%
COc1ccc(-c2oc3c(c2C(=O)OCCCO)C(OCCO)CCC3)cc1 (stereo unspecified)	9%
COc1cccc(NC(=O)CSc2nc3c(oc4ccccc43)c(=O)n2Cc2ccco2)c1	-6%
Cc1cccc(NC(=O)N2CCN(C(=O)c3nsc4ccccc34)CC2)c1C	-1%[15.4 µM]
FC(F)(F)c1cccc(N2CCN(Cc3nnc(-c4ccc5c(c4)OCO5)o3)CC2)c1	7%
Cc1cccc(NC(=O)C(C)OC(=O)CNC(=O)C2CCCCC2)c1 (stereo unspecified)	-3%
Cc1ccc2nc(COc3cccc(NC(=O)COc4ccccc4F)c3)cc(=O)n2c1	4%
CCOc1ccc(-c2c(C)nn3c(C)c(C(=O)NCCc4ccccc4)cnc23)cc1OCC	2%
C[C@H]1CN([C@@H](C)CO)C(=O)CCCn2nncc2CO[C@@H]1CN(C)Cc1ccc(C(=O)O)cc1	-1%
CCOc1cc(CNC(=O)C(NS(=O)(=O)c2cccs2)C(C)C)cc(OCC)c1OCC (stereo unspecified)	-8%
Fc1ccccc1-c1nnc2n1N=C(c1ccc(OC(F)F)c(OCC3CC3)c1)CS2	0%
Cc1ccc(C)c(N2CCN(Cc3csc(C)c3)CC2)c1	6%
Cc1cc(C)n(-c2nc3ccccc3nc2Nc2cc(Cl)ccc2C)n1	2%
Cc1nc(-c2ccc(Cl)cc2)sc1CCNC(=O)C(=O)Nc1ccc2c(c1)OCCO2	0%
c1ccc(CN(Cc2ccccc2)Cc2nnc(-c3cc4ccccc4[nH]3)s2)cc1	-6%
COc1ccc(CCNC(=O)c2ccc3c(c2)CCN3S(=O)(=O)c2ccc(Cl)cc2)cc1	-2%
COc1ccc(OC)c(CNC(=O)c2cc(=O)[nH]c3ccc(S(=O)(=O)N4CCCCC4C)cc23)c1 (stereo unspecified)	3%
Cc1nn(-c2ccc(N3CCCC3)nn2)c(C)c1CCC(=O)NCc1ccccc1	4%
Cc1ccc(OCC(=O)Nc2ccc3nn(-c4ccc(C)cc4)nc3c2)cc1	-5%
Cc1ccc(-c2cn3nc(N4CCCC(C(=O)NCc5ccc(F)cc5)C4)sc3n2)cc1 (stereo unspecified)	3%[15.4 µM]
COc1ccc(Cl)cc1S(=O)(=O)Nc1cccc(-c2ccc(N3CCCC3)nn2)c1	1%
CC1CCc2c(sc(NC(=O)c3cc4nc(-c5ccc(Cl)cc5)cc(C(F)(F)F)n4n3)c2C#N)C1 (stereo unspecified)	-3%
COc1cc(OC)nc(C(NC(=O)C2CCN(Cc3ccc(Oc4ccccc4)cc3)CC2)c2ccc(F)cc2)n1 (stereo unspecified)	5%
O=C(NC1CC(=O)N(c2ccc(F)cc2)C1)c1ccc2c(c1)OCO2 (stereo unspecified)	2%
COc1ccc(NC(=O)C2(C)CCN2CCOc2ccccc2)cc1OC (stereo unspecified)	-8%
Cc1n[nH]c(C)c1S(=O)(=O)N(CC(=O)NC(C)c1ccccc1)c1ccc(C(C)C)cc1 (stereo unspecified)	-8%
Cc1ccc(-c2nc3n(n2)C(c2ccccc2C)C=C(c2ccc(Cl)cc2)N3)cc1 (stereo unspecified)	4%
CCc1cc(C(=O)NCc2ccccc2)no1	-5%
Cc1ccc2cccc(NC(=O)COc3cc(C)c(Cl)c(C)c3)c2n1	2%
O=C(Nc1ccc2c(c1)OCO2)c1csc([C@H]2C[C@H](O)[C@@H](CO)O2)n1	3%
Cc1noc(Cn2c(=O)c3cc4c(cc3n(CC(=O)Nc3ccc(C(C)C)cc3)c2=O)OCO4)n1	-12%
COc1ccc(-n2nnnc2C(c2cc3ccccc3o2)N2CCC(n3c(=O)[nH]c4ccccc43)CC2)cc1 (stereo unspecified)	-2%
CN1CCN(C(=O)c2cnn(-c3cccc(Cl)c3)c2C2CCN(C(=O)OC(C)(C)C)CC2)CC1	0%
Cc1cccc(NC(=O)Cn2c(=O)n(Cc3ccc4c(c3)OCO4)c(=O)c3oc4ccccc4c32)c1C	-1%
O=S1(=O)CC(N2CCCCC2)CN1Cc1ccccc1 (stereo unspecified)	4%
Cc1cn([C@H]2C[C@H](O)[C@@H](CNCc3cc(Cl)ccc3OCc3ccc(Cl)cc3)O2)c(=O)[nH]c1=O	-14%
COc1ccc(NC(=O)N2CCCC3(CCN(S(=O)(=O)c4ccccc4)CC3)C2)cc1	1%
CC(C)n1c(=O)nc(-c2ccccc2)c2cc3c(cc21)OCO3	-3%
COc1cccc(NC(=O)Cn2c(=O)c3cccn3c3ccc(F)cc32)c1	-9%
Cc1c(Cl)cccc1NC(=O)C(=O)NCCc1csc(-c2cccc(F)c2)n1	3%
Cc1ccc(CSc2nc(-c3ccccc3C)nc3c2Cc2c(CO)cnc(C)c2O3)cc1	-3%
CCCNC(=O)c1cc(C2CCCCN2S(C)(=O)=O)on1 (stereo unspecified)	5%
CSc1ccc(OC2(C)CCN(Cc3ccc(OC(F)(F)F)cc3)C2)cc1 (stereo unspecified)	1%
Cc1cccc(NC(=O)c2ncn3c2C(=O)N(C)CC3)c1	7%
CCc1cccc(C)c1Nc1nn2c(=O)c3ccccc3nc2s1	-19%
CC(C)C[C@@H]1Cc2[nH]c(=S)[nH]c(=O)c2[C@H](CCc2ccccc2)O1	5%
CCCCN1C(=O)C(CC(=O)NCCCN(C)C)CC(C(=O)N2CCCCCC2)=C1C (stereo unspecified)	3%
CCN(CC)CCCNC(=O)c1ccc(-c2nc(CN3CCc4ccccc43)c(C)o2)cc1	-5%
CC1(C(=O)NCC2CC2)Cc2c(-c3cccc(C(F)(F)F)c3)ccnc2O1 (stereo unspecified)	-11%
CCCOc1ccc(-c2cc(C(F)(F)F)c(C#N)c(SCCC(=O)O)n2)cc1	-2%
CCCn1ccc2c(OCC(=O)Nc3ccc(F)cc3F)cccc2c1=O	-8%
CCOC(=O)c1scc(-c2ccc(C)cc2)c1S(=O)(=O)N1CCN(c2ccccc2F)CC1	-24%
CN1c2ccc(Cl)cc2-c2nc(SCC(=O)NCc3ccccc3)ncc2S1(=O)=O	-1%
CC(=O)N1CCN(S(=O)(=O)c2cccc(C(=O)OCC(=O)NCc3ccccc3Cl)c2)CC1	-1%
O=C(c1ccncc1)N1CCC2(CC1)CCN(c1ccccn1)CC2	-1%
Cc1ccccc1CSc1nc2c(sc3ccccc32)c(=O)n1CCCOC(C)C	-1%
CCn1cc2nc(SCc3ccc(C)cc3)n(CCc3ccccc3)c(=O)c2n1	-5%
CCN(C(=O)c1cccn(Cc2ccccc2C)c1=O)c1ccccc1	-8%

Additional entries follow:
SMILES	TbPYK inhibitor
CCOc1ccccc1NC(=O)Nc1ccc2nc(N3CCN(C)CC3)cc(C)c2c1	-2%
Cc1c(NC(=O)c2ccc(-c3cccc([N+](=O)[O-])c3)o2)cccc1-c1nc2cc(Cl)ccc2o1	-4%
CCOC(=O)C1(C)CCCN(C(=O)c2cc(C)oc2C)C1 (stereo unspecified)	-3%
Cc1ccc(CSc2oc(-c3ccco3)nc2S(=O)(=O)c2ccc(C)cc2)cc1	-11%
COc1ccc(C(=O)Nc2ccc3oc(-c4ccc(OC)cc4)nc3c2)cc1	2%
CCOc1ccccc1C(=O)NCc1ccc2c(c1)CCN2C(=O)c1ccc(F)cc1	0%
COc1cccc(NC(=O)C2(C)CCN2C(=O)CCC2CCCC2)c1 (stereo unspecified)	9%
CCOC(=O)C1CCCN(C(=O)c2cncc(Br)c2)CC1 (stereo unspecified)	2%
C[C@@H]1CN([C@@H](C)CO)C(=O)CCCn2nncc2CO[C@@H]1CN(C)C(=O)Nc1ccc2c(c1)OCO2	6%
CCn1cc(S(=O)(=O)c2cc(C)cc(C)c2)c(=O)c2cc(F)c(N3CCC(C)CC3)cc21	-10%
Cc1ccc(Cn2c(CO)cnc2SCc2ccc(F)cc2)cc1	1%
C[C@@H]1CN([C@@H](C)CO)C(=O)CCCn2nncc2CO[C@H]1CN(C)C(=O)Oc1ccccc1	7%
O=C(Nc1ccc(Br)cc1F)c1ccc2nc(CCc3ccccc3)oc2c1	-3%
COc1ccc(C(O)c2nc(-c3ccc(OC)nc3)cs2)cc1 (stereo unspecified)	-2%
O=c1[nH]c2ccccc2n1C1CCN(C(c2nnnn2C2CCCCC2)C2CC2)CC1 (stereo unspecified)	-2%
Cc1cc(C)cc(NS(=O)(=O)c2ccc3[nH]cc(C(=O)NCCc4ccccc4)c(=O)c3c2)c1	2%
O=C(NC1CCS(=O)(=O)C1)c1cc2c(=O)n3ccccc3nc2n1Cc1ccccc1 (stereo unspecified)	-3%
CCCC(CCC)C(=O)Nc1cc(-c2cn3cccnc3n2)ccc1OC	-6%
Cc1ccc(NC(=O)CN2C(=O)CN=C(c3ccccc3)c3ccccc32)c(C)c1	3%
CCNc1nc(Oc2ccc(OCC(=O)OC)nn2)nc(N2CCOCC2)n1	-5%
CCOC(=O)CC(=O)CSc1nc2ccccc2c(=O)n1CCc1ccccc1	2%
Cc1cccc(NC(=O)Cn2c(=O)oc3cc(S(=O)(=O)NC4CCCC4)ccc32)c1	-1%
CCCCn1nnnc1C(CCSC)N1CCC2(CC1)C(=O)NCN2c1ccccc1 (stereo unspecified)	2%
Cc1ccc(NC(=O)c2cnc(SCC(=O)Nc3cc(C)on3)n(C)c2=O)cc1	-6%
CC(C)CCN1CCC[C@]2(N[C@H](c3ccc(C(F)(F)F)cc3)[C@@H]3C(=O)N(Cc4ccccc4)C(=O)[C@@H]32)C1=O	6%

Screening data as filed in PubChem BioAssay.
